High-throughput results deposited in PubChem by The Scripps Research Institute Molecular Screening Center.
M1 PAM: human M1 muscarinic receptor positive allosteric modulators, primary screen, CHO-K1 cells, Fluo-8 calcium fluorescence, 1536-well | CHO-K1 hM1, ACh EC20; 0% = ACh EC20, 100% = maximal ACh | hit rate 0.088% among 360,000 | activation, % at 3 µM | AID 588819, 2011; in the data active = activation above about 19%, passing the limit was not always enough
Target sequence (P11229 whole entry, looked up): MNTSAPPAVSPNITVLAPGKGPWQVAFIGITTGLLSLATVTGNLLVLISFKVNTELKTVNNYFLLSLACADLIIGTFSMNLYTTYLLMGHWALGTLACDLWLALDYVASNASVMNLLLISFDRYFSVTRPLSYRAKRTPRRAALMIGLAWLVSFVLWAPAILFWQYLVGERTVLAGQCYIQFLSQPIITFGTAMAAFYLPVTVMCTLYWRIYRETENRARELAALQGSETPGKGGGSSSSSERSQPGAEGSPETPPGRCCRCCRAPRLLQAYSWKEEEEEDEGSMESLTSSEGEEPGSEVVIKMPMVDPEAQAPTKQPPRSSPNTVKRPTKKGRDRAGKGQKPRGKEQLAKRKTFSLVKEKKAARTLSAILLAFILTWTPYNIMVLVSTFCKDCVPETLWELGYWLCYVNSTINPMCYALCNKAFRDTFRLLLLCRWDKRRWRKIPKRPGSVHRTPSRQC
M1 ag: human M1 muscarinic receptor agonists, primary screen, Fluo-8 calcium fluorescence, CHO-K1 cells, HTS; Muscarinic acetylcholine receptor M1 (Homo sapiens), P11229; CHO-K1 hM1, agonist mode; 0% DMSO, 100% acetylcholine EC100; activation, % at 3 µM; hit rate 0.33% among 360,000;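 active = activation above the run's mean compound activation plus 3 SD, cut at about 16% in these data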;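 also: peak over basal fluorescence ratio within a 140 s kinetic read after compound addition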
M1 ag parental: counter-screen for M1 agonists: effect in parental CHO-K1 cells; Fluo-8 calcium fluorescence; scaled to maximal ATP response, vehicle zero; activation, % at 3 µM; hit rate 0.48% among 360,000; in the data active = activation above about 15%;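 also: untransfected CHO-K1 host cells lacking M1 receptor as counterscreen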
TAAR1 antag: human TAAR1 antagonists, primary screen, Fluo-8 calcium fluorescence, CHO RD-HGA16 cells. antagonist. inhibition, % at 3 µM. Trace amine-associated receptor 1 (Homo sapiens), Q96RJ0. hit rate 1.5% among 360,000. AID 624466, 2012;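 active = inhibition above a per-plate cutoff, the mean inhibition of test compounds on that plate plus 3 SD, cut at about 49% in these data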;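 also: 0% = DMSO plus EC80 beta-PEA response and 100% = DMSO alone without agonist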
Target sequence (Q96RJ0 whole entry, looked up): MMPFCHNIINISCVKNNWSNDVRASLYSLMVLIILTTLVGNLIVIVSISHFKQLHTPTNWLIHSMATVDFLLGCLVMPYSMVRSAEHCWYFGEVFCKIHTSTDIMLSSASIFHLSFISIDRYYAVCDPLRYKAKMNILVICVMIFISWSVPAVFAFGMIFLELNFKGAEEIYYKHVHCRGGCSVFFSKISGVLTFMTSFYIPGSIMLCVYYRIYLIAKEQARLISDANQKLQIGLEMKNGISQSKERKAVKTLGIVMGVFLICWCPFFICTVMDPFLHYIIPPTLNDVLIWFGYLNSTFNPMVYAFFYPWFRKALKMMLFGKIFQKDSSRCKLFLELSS
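Test system – hTAAR1-expressing CHO RD-HGA16 cells, Gα16-coupled · Reagent – β-PEA at EC80 concentration, post-compound challenge · Compound dosing – 3 µM, single point · Timing – 140 s kinetic read after compound, 140 s after agonist · Detection – Fluo-8 intracellular calcium dye fluorescence, real-time kinetic reads · Control set – DMSO and EC80 PEA controls · Repeats – n of 1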
M1 PAM parental: nonselective calcium activators in parental CHO-K1 cells, primary screen, counter-screen for M1 PAM project, cell-based, Fluo-8 calcium fluorescence, full deck, 1536-well | activation, % at 3 µM | hit rate 0.02% among 360,000 | ATP EC20; 0% at ATP EC20, 100% at ATP max | AID 602247, 2012;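 active = activation above the run cutoff, the mean activation of all test compounds plus 3 SD, cut at about 40% in these data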;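 also: peak over basal fluorescence ratio in a 140 s read after ATP addition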
CHO parental Ca: ATP-evoked calcium signal inhibitors, parental CHO, primary screen, counter-screen for OX1R antagonist project, cell-based, fluorescence, Fluo-8 calcium dye; hit rate 0.63% among 330,000; inhibition, % at 5.6 µM; parental CHO-K1, ATP-induced calcium, Fluo-8 fluorescence;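 active = inhibition above that plate's mean sample inhibition plus 3 SD, cut at about 26% in these data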;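 also: 0% = ATP-challenged DMSO wells and 100% = DMSO wells without ATP; some compounds past the cut are filed as inactive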
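material = parental CHO cells | also added = ATP as calcium-mobilizing challenge | dosing = single point at 5.6 µM | detection = intracellular calcium via Fluo-8 no-wash fluorescent dye | read-out = % inhibition | benchmarks = low control ATP plus DMSO, high control DMSO only | repeats = one well per compound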
TAAR1 ag: human TAAR1 agonists, primary screen, Fluo-8 calcium fluorescence, CHO RD-HGA16 cells; Trace amine-associated receptor 1 (Homo sapiens), Q96RJ0; vehicle wells 0%, saturating PEA agonist 100%; activation, % at 3 µM; hit rate 0.99% among 360,000; AID 624467, 2012;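 active = activation above the mean activation of all test compounds in the run plus 3 SD, cut at about 38% in these data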
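test system = CHO RD-HGA16 cells carrying human TAAR1 plus Gα16 | schedule = 17-24 h seeding, 75 min 37 °C dye, 30 min RT | compound dosing = 3 µM single concentration | control set = DMSO and PEA EC100 | replicates = n 1 | signal = Fluo-8 fluorescence, 5 s baseline then 140 s kinetic read | measure = percent activation vs PEA EC100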
M1 antag: human M1 muscarinic receptor antagonists, primary screen, CHO-K1 cells, Fluo-8 calcium fluorescence, 1536-well; Muscarinic acetylcholine receptor M1 (Homo sapiens), P11229; CHO-K1 hM1, ACh EC80 antagonist; inhibition, % at 3 µM; hit rate 1.3% among 360,000;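 active = percent inhibition above its own plate's cutoff, namely the mean of that plate's compound wells plus 3 SD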;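 also: peak over basal fluorescence ratio during 140 s after agonist addition; 0% = ACh EC80 plus DMSO and 100% = DMSO alone without agonist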
CHO-K1 Ca antag: M1 antagonist counterscreen hit in parental CHO-K1 cells; inhibition, % at 3 µM; hit rate 0.6% among 360,000; ATP-induced calcium, Fluo-8 fluorescence; AID 602250;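 active = inhibition above a per-plate cutoff, the plate's mean sample inhibition plus 3 SD, cut at about 24% in these data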;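 also: 0% = DMSO plus EC80 ATP and 100% = DMSO alone without ATP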
An asterisk follows results filed as active; . = no result given; & = joins results of further samples. This is a subset. The share of hits here may be higher or lower than overall.

SMILES	M1 PAM	M1 ag	M1 ag parental	TAAR1 antag	M1 PAM parental	CHO parental Ca	TAAR1 ag	M1 antag	CHO-K1 Ca antag
Oc1ccc(Cl)cc1	5.5	0.2	0.7	-34.2	9.1	6.6	1.0	-39.0	1.4
O=C(Cc1ccccc1)N1CCN(C2CCCC2)CC1	-5.7	-7.0	0.5	-9.4	18.5	1.2	7.5	-2.0	-17.0
CCOC(=O)C(NC(=O)C(Cc1ccc(N(CCCl)CCCl)cc1)NC(C)=O)C(C)C (stereo not given)	7.0	-2.8	0.7	-38.6	20.4	8.5	-1.5	-6.8	-12.9
O=c1[nH]c(=O)n(-c2ccccc2)c(O)c1N=Nc1ccc(Br)cc1	5.0	-1.6	0.1	-14.1	-9.8	-23.3	0.7	-10.1	11.3
N#CCP(=S)(c1ccccc1)c1ccccc1	2.2	-9.8	-0.2	-23.2	10.3	-24.9	-0.8	-4.4	-4.6
O=C1NC(=O)N(C2CCCCC2)C(=O)C1C1c2ccccc2C(=O)N1Cc1ccccc1 (stereo not given)	7.8	-2.5	1.6	5.0	17.5	-17.9	1.1	-13.1	-9.8
COc1ccc2c(c1)NP(=S)(Oc1ccccc1)N2 (stereo not given)	15.7	1.3	-1.4	-3.4	-6.2	-14.6	0.9	-15.8	-7.8
O=C1NCN(c2ccccc2)C12CCN(C(c1ccnc3ccccc13)c1nnnn1-c1ccc3c(c1)OCCO3)CC2 (stereo not given)	-6.4	-2.6	6.2	59.2*	2.9	.	19.0	-10.4	-8.9
COc1ccc(-c2nn(CCC#N)cc2C(=O)NCc2ccccc2)cc1OC	7.2	-1.6	0.8	4.2	5.7	-5.4	3.2	-10.7	-8.7
O=C1NC(=O)C2(CCCC2)C(=O)N1	6.4	-0.7	1.0	0.4	17.0	.	1.4	-11.8	-7.1
CC(=NCCC1=CCCCC1)c1c(O)[nH]c(=O)[nH]c1=O	2.8	-4.0	0.0	2.4	4.4	-9.3	10.5	2.6	-5.0
COC(=O)C1=C(c2ccc(S(C)(=O)=O)cc2)C[C@@H]2CC[C@H]1N2C(=O)N1CCC(O)CC1	9.4	-2.7	0.1	-2.7	7.4	5.0	1.4	-3.6	-7.3
O=C(CCc1ccccc1)N1Cc2cc(N3CCCCC3)ccc2-n2nncc2C1	-10.5	-10.4	1.8	-7.3	11.6	.	-2.7	9.7	6.8
CCCCn1c(O)c(C(C)=NCCCn2ccnc2)c(=O)[nH]c1=O	5.9	-6.7	0.0	6.3	7.2	-1.4	13.2	-7.7	-0.4
CN1CCCC2c3ccccc3CCC21 (stereo not given)	1.6	-6.2	0.4	-14.3	-4.5	.	6.0	-5.2	-0.9
CN1CCN(C(=O)COc2ccc(S(=O)(=O)Nc3ccc(F)cc3)cc2)CC1	-2.3	-4.1	-0.4	-13.1	-6.9	-3.0	2.4	6.3	-3.9
COc1ccc(CCNCc2ccc(F)cc2)cc1OC	10.9	-2.5	1.6	-5.1	13.5	-17.3	3.6	-16.2	-11.2
CC(C)c1ccc(N2C(=O)CC(=O)NC2=O)cc1	-0.1	-4.8	0.3	0.6	-10.2	-9.8	-1.1	-4.2	-9.6
COC(=O)N1Cc2ccccc2-n2nncc2C1	-6.3	-2.2	0.5	15.2	14.1	.	2.1	10.9	-5.6
COc1ccc(C(=O)C2CCCN(Cc3ccccn3)C2)c(OC)c1 (stereo not given)	-11.1	-12.1	0.5	1.1	-7.7	-1.7	-1.0	-1.7	-5.2

(cont.)
SMILES	M1 PAM	M1 ag	M1 ag parental	TAAR1 antag	M1 PAM parental	CHO parental Ca	TAAR1 ag	M1 antag	CHO-K1 Ca antag
CC1CCCC(NC(=O)COC(=O)c2cn(C)c3ccccc23)C1C (stereo not given)	3.0	-2.7	-0.1	-22.7	7.3	-10.2	5.3	-3.1	-11.4
O=C(Cc1ccccc1)N1CCN(Cc2cccc(Br)c2)CC1	1.3	-6.4	1.5	-15.2	18.5	-7.3	5.6	-14.2	-9.7
Clc1ccc(C(c2ccc(Cl)cc2)n2cc[n+](CC(OCc3ccc(Cl)cc3Cl)c3ccc(Cl)cc3Cl)c2)cc1 (stereo not given)	-10.1	-5.8	1.1	-8.9	18.9	19.3	0.5	-8.5	4.4
O=C1CC(=O)N(c2cccc(F)c2)C(=O)N1	5.7	-2.5	0.4	-18.1	9.1	-2.8	10.0	-17.4	-0.4
Nc1nc(SCCC(F)=C(F)F)n[nH]1	4.9	-4.7	-0.4	20.6	2.8	-5.3	0.8	1.3	-6.0
C[C@@H]1CC2C3CC=C4C[C@@H](O)CC[C@]4(C)C3CC[C@]2(C)[C@H]1O (stereo not given in full)	-1.4	-4.2	1.8	-13.0	28.5	-11.8	18.2	-1.2	-22.4
CCN1CCN(Cc2cc3c(cc2[N+](=O)[O-])OCO3)CC1	1.8	-8.5	0.5	-0.2	9.8	-6.9	6.8	5.6	4.9
Cn1c[n+](C)cc1C(O)c1ccccc1 (stereo not given)	4.3&7.2	-5.0&-4.3	-0.5&0.1	-17.0&8.7	12.7&3.7	-16.3&13.9	4.6&12.0	-2.1&0.4	-10.1&7.6
CCN1CCN(CC(=O)c2c(C)n(Cc3ccccc3)c3ccc(OC)cc23)CC1	12.4	-4.1	0.2	4.2	16.9	-5.2	1.4	-12.0	-20.0
CC12CN3CC(C)(CN(C1)C31CCSCC1)C2=O	10.1	-1.6	0.7	-23.0	18.2	-16.0	9.6	-18.2	-3.1
COP(=O)(CC(=O)O)c1ccccc1 (stereo not given)	-1.5	-3.3	0.0	7.0	10.9	1.8	1.0	8.8	-3.5
CN1CCN(C(=S)SCC(=O)Nc2ccc(Cl)cc2C(=O)c2ccccc2)CC1	-6.8	-7.5	3.5	-5.7	19.6	-24.6	3.0	10.2	-0.4
CCN(CC)c1ccc(N=Cc2c(O)n(Cc3ccco3)c(=O)[nH]c2=O)cc1	6.4	-2.4	0.1	-16.9	-4.5	-14.9	-0.3	-0.3	6.1
O=C1NC(=O)C2(C(=O)N1)C(c1ccc(F)cc1)NC(=S)NC2c1ccc(F)cc1 (stereo not given)	0.6	-3.3	-0.3	0.8	-6.1	-11.2	0.2	7.3	6.0
CCCCS(=O)(=O)N1CCN(C(=N)N[N+](=O)[O-])CC1	9.7	-4.7	-0.3	12.8	7.1	-0.3	13.4	-4.8	-5.0
NS(=O)(=O)c1ccc(-c2ccc(C=C3C(=O)NC(=O)NC3=O)o2)cc1	17.3	2.9	-0.5	1.5	-0.5	-0.7	5.7	-17.7	-6.9
CC(=O)C1(O)CCC2C3CCC4=C(Cl)C(=O)CCC4(C)C3CCC21C (stereo not given)	3.8	-7.3	-0.2	-20.3	14.2	.	-0.6	-10.9	-17.8
COc1ccc(OCC(=O)N2CCN(Cc3c[nH]c4ccccc34)CC2)cc1	1.6	-2.9	1.9	-3.9	19.3	.	9.8	2.9	-11.8
CC(=O)Nc1ccc(OC(=O)N(C)c2ccccc2)cc1	3.1	-3.0	-0.2	7.2	-5.8	-8.0	2.2	-2.9	12.6
CC(C)COC(=O)N1Cc2ccccc2-n2nncc2C1	5.1	-3.0	0.3	-16.9	2.2	.	0.5	-10.2	3.5

Later entries:
SMILES	M1 PAM	M1 ag	M1 ag parental	TAAR1 antag	M1 PAM parental	CHO parental Ca	TAAR1 ag	M1 antag	CHO-K1 Ca antag
CC(=O)c1c(O)n(-c2cccc(Cl)c2)c(=O)[nH]c1=O (tested in a mixture with another compound)	16.2	-0.3	2.3	-7.1	17.2	7.8	21.7	-16.2	-7.2
CCCNS(=O)(=O)c1ccc(OCC(=O)N2CCN(Cc3ccc4c(c3)OCO4)CC2)c(C)c1	3.2	-2.2	3.7	-3.2	-18.1	0.6	5.8	-25.9	-1.5
CCCCn1c(NC(=O)c2ccc(Br)o2)c(C(=O)OCC)c2nc3ccccc3nc21	-11.5	-10.0	1.0	-0.8	-2.4	-4.6	0.2	4.7	-0.4
CCC(=NCC1CCCO1)c1c(O)n(-c2ccccc2C)c(=O)[nH]c1=O (stereo not given)	8.0	-2.5	0.4	-11.7	8.8	-8.7	2.3	-12.4	-13.9
Cc1ccc(N2C(=O)NC(=O)/C(=C\C=C\c3ccco3)C2=O)cc1	2.5	0.3	0.9	39.3	-5.9	-7.7	32.8	-7.6	-2.2
COc1ccc(C(=O)c2nc3ccccc3n2C(C)C)cc1	-1.0	-5.1	-0.4	14.6	-6.9	-3.3	2.0	4.9	-0.7
Cc1cccc(NC(=O)C(C)N2CC=C(c3ccccc3)CC2)c1 (stereo not given)	-1.8	-7.5	1.8	-1.7	16.0	-19.2	11.5	-6.0	-11.9
Cc1cc2c(cc1C)NP(=S)(c1ccccc1)N2	1.2	-5.9	-0.3	7.8	5.9	.	0.4	-9.5	-10.2
C/C(CC(c1ccccc1)c1c(O)c2ccccc2oc1=O)=N\Nc1ccc([N+](=O)[O-])cc1[N+](=O)[O-] (stereo not given)	-0.3	-2.9	0.6	-5.3	16.0	0.8	-2.6	3.7	-12.5
Cc1cnc(NC(=O)CN2CCCCC2)s1	-0.9	-2.1	-0.2	6.6	3.6	-3.5	0.1	-3.0	-7.6
COCCO[C@H]1CC[C@@]2(C)C(=CCC3C2CC[C@@]2(C)C3CC[C@]2(C)O)C1 (stereo not given in full)	-10.4	-1.3	3.7	2.8	-4.0	2.4	3.6	7.0	0.9
Cc1ccc(-c2nn(Cc3ccccc3)cc2C=O)cc1C	-4.7	-6.9	-0.7	-5.8	9.1	-11.5	-0.4	8.3	6.7
Cc1ccc(CN2C(=O)CN=C(c3ccccc3)c3ccccc32)cc1	0.8	-4.6	1.8	8.2	22.6	-18.9	5.3	-0.3	0.0
CC(=NCCC(c1ccccc1)c1ccccc1)c1c(O)n(C)c(=O)n(C)c1=O	-0.3	-5.4	-0.3	5.6	10.2	-18.6	-1.1	2.1	-7.1

Retrieved by compound from the entries so far, two records:
SMILES	M1 PAM	M1 ag	M1 ag parental	TAAR1 antag	M1 PAM parental	CHO parental Ca	TAAR1 ag	M1 antag	CHO-K1 Ca antag
Cc1cccc(NC(=O)C(C)N2CC=C(c3ccccc3)CC2)c1 (stereo not given)	-1.8	-7.5	1.8	-1.7	16.0	-19.2	11.5	-6.0	-11.9
C/C(CC(c1ccccc1)c1c(O)c2ccccc2oc1=O)=N\Nc1ccc([N+](=O)[O-])cc1[N+](=O)[O-] (stereo not given)	-0.3	-2.9	0.6	-5.3	16.0	0.8	-2.6	3.7	-12.5
